Compound activity from PubChem.
IL1B secr inh – blocks inflammasome-driven IL-1 beta release | THP-1 LPS/ATP IL-1B secretion, AlphaLISA, 16 h; active compounds read low | activity change, % at 57.5 µM | 360,000 compounds, 4.7% hits; in the data active means activity change below about -50%; inconclusive means mostly about -30% to -49%; further: on the % scale 0 is the no-effect control and ±100 the full control effect
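THP-1 cells pretreated 1 hr with compounds (up to 57.5 uM final), then stimulated with LPS (250 ng/mL final) plus ATP (1.25 mM final); secreted IL-1B measured by AlphaLISA after 16 hr, decreased signal indicating inhibition.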
HT1080 IDH1KD tx – HT-1080 IDH1 knockdown cell toxicity (counter line); Potency, µM (top dose mostly 46.1 µM), without a hit: at the top dose activity, negative = toxicity, usual class: cytotoxic; AID 686971; 360,000 compounds, 2% hits; HT-1080 IDH1 knockdown viability, ATP luminescence, 48 h;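 further: potency means the concentration at half of the fitted maximal effect; 0% = DMSO wells and -100% = cell-free medium wells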
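IDH1KD HT-1080 cells, 750/well, RPMI + 5% FBS; compound pinned after 2 h settling; 48 h, 37 °C; CellTiter-Glo luminescence; % activity normalised to DMSO and no-cell wells; curves fitted, classed by r2 and efficacy.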
D3 ag – D3 dopamine receptor (human) agonism; max activation, %; 410,000 compounds, 0.58% hits; P35462; AID 652048; D3R DiscoveRx beta-arrestin cells, luminescence, 90 min; in the data active means max activation above about 30%; further: 0% is about no effect; mostly tested at two doses, the higher about 12 µM
Target sequence (P35462 whole entry, looked up): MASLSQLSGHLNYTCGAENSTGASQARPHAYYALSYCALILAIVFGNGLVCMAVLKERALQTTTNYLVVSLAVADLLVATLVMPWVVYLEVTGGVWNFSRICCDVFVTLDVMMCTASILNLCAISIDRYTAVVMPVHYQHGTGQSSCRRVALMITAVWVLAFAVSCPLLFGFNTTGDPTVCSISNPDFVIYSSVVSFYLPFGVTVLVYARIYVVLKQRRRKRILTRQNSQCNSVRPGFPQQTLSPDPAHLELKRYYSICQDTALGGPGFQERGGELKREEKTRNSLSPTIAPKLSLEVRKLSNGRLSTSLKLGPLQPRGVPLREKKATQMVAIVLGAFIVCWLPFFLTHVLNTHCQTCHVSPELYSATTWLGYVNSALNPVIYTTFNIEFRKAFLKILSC
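Cells at 1500/well, incubated overnight, then treated with pinned compounds (dopamine as control) for 90 min at 37 degrees C. DiscoveRx reagent added for 30 - 60 minutes at room temperature; luminescence read.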
SW480 rereplic – inducers of DNA re-replication in SW480 colon cancer cells; SW480 DNA re-replication, Hoechst DNA content imaging, 48 h; Potency, µM (titrated, usually from 46.1 µM), inactives show at the top dose re-replication activation, most hits filed as activators; 340,000 compounds, 1.8% hits; AID 624297; further: potency means the concentration at half of the fitted maximal effect; % of control where 0% means no effect; nearly all actives have a fitted effect of over 55% in size
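SW480 cells exposed to compounds for 48 hr at 37 C, 5% CO2, then Hoechst-stained 40 min. Nuclear DNA content imaged by fluorescence scanning (405 nm excitation, 500-530 nm emission); re-replication scored as increased high-intensity nuclei.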
HT1080-NT tox – kills 2HG-producing HT-1080-NT fibrosarcoma cells. 360,000 compounds, 1.6% hits. HT-1080-NT fibrosarcoma viability, CellTiter-Glo ATP luminescence, 48 h. Potency, µM (series often up to 46.1 µM), for the others: at the top dose activity, negative = less viability, most hits filed as cytotoxic. AID 686970;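 further: NT is the 2HG producing partner of a matched IDH1 knockdown line; potency means the concentration at half of the fitted maximal effect; 0% = DMSO-treated cells and -100% = media-only wells without cells; nearly all actives have a fitted effect of over 55% in size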
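Luminescent CellTiter-Glo readout after 48 hours of compound exposure at 37 degrees C defined viability of HT-1080-NT cells. Activity was normalized to DMSO wells and cell-free media wells; concentration-response curves were fitted and assigned curve classes.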
KB-V1 cytotox – KB-V1 MDR subline cytotoxicity. 400,000 compounds, 3.4% hits. Potency, µM (top dose mostly 46.1 µM), without a hit: top-dose activity change, negative = cytotoxicity, usual class: cytotoxic. KB-V1 MDR cells viability, CellTiter-Glo, 72 h; further: potency means the concentration at half of the fitted maximal effect; on the % scale 0 is the no-effect control and ±100 the full control effect; nearly all actives have a fitted effect of over 60% in size
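KB-V1 cells (P-gp-expressing MDR subline of KB-3-1) in phenol-red-free DMEM with 10% FBS were exposed to library compounds over a concentration series for 72 h at 37 degrees C. Viability read by CellTiter-Glo luminescence; concentration-effect curves fitted after normalization.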
KB-3-1 tox – KB-3-1 parental cell cytotoxicity; Potency, µM (doses to about 46.1 µM), inactives show top-dose activity change, negative = cytotoxic, actives largely listed as cytotoxic; KB-3-1 viability, CellTiter-Glo ATP luminescence, 72 h; 400,000 compounds, 1.4% hits; further: potency means the concentration at half of the fitted maximal effect; on the % scale 0 is the no-effect control and ±100 the full control effect; nearly all actives have a fitted effect of over 60% in size
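Parental KB-3-1 viability, qHTS format: 72 h compound exposure, 37 °C; CellTiter-Glo; media-only wells and DMSO plates as controls; concentration-effect fits on corrected data.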
D3 antag – blocks the human D3 dopamine receptor. P35462. D3R cells, DiscoveRx beta-arrestin luminescence, antagonist mode; active compounds read low. max response, negative = inhibition, %. 360,000 compounds, 2.5% hits. AID 652054; in the data active means max response below about -50%; inconclusive means no clear call, values can overlap the other calls; further: on the % scale 0 is the no-effect control and ±100 the full control effect; mostly tested at two doses, the higher about 12 µM
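Cells plated overnight at 1500 cells/well, then exposed to library compounds with dopamine controls for 90 minutes at 37 degrees C. DiscoveRx reagent added for 30–60 minutes at room temperature; luminescence read, quantitative HTS format.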
GLP-1R agonist – GLP-1 receptor (human) agonism; P43220; HEK293 GLP-1R CRE-luciferase, luminescence, 4-6 h; cells express a hypersensitive GLP-1R form; Potency, µM (highest dose often 45.6 µM), inactives show at the highest dose activation, hits mostly activators; 380,000 compounds, 0.007% hits; further: potency means the concentration at half of the fitted maximal effect; % of control where 0% means no effect
Target sequence (P43220 whole entry, looked up): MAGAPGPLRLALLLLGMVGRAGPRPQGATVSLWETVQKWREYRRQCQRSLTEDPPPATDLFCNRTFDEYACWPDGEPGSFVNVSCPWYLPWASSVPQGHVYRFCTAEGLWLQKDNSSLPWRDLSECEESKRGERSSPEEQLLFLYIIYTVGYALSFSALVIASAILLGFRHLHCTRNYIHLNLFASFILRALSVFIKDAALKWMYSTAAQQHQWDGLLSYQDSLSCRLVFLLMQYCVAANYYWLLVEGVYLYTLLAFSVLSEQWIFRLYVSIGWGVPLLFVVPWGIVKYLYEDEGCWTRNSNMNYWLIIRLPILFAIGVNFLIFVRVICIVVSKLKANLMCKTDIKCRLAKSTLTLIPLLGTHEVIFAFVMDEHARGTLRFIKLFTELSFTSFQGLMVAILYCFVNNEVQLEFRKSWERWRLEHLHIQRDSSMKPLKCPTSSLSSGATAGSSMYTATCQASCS
* = called active by the depositor; u = inconclusive; x = not tested or not shown; & = joins results of further samples; [ ] = another dose, or the depositor's remark. Unless noted, the call rests on the fitted dose curve; in most records, active means well fitted curve in the direction sought with a large enough effect; inconclusive means small, poorly fitted or top-dose-only effect, or another doubt; inactive means no such curve, though single readings can be large; an effect the other way counts as inactive or inconclusive.

cpd | SMILES | IL1B secr inh | HT1080 IDH1KD tx | D3 ag | SW480 rereplic | HT1080-NT tox | KB-V1 cytotox | KB-3-1 tox | D3 antag | GLP-1R agonist
1 | CN1C[C@@H](CO)O[C@@H](n2cnc3c(N4CCN(CCO)CC4)ncnc32)C1 | 23 | u | -4 | x | 16% | 8% | 0% | 2 | 5%
2 | CC(/C=C/c1ccco1)=N/NC(=O)C1COc2ccccc2O1 (configuration not stated) | -7 | -2% | 1 | 21% | 4% | 3% | 0% | 3 | 8%
3 | CCOC(=O)c1cc2cc3ccccc3cc2[nH]1 | -1 | 2% | 2 | u | 3% | 10% | -3% | 8 | -15%
4 | O=C(Nc1ccccc1)/C(=C\c1ccccc1)NC(=O)c1ccco1 | 4 | u | -1 | u | u | 4% | 9% | -7 | 3%
5 | O=S(=O)(c1ccc(SCCO)nc1)N1CCOCC1 | 9 | 11% | -2 | -5% | 0% | 0% | 4% | -5 | -7%
6 | CCCNC(=S)NNC(=O)c1cc(-c2cccnc2)nc2ccccc12 | 0 | -3% | -3 | -7% | 1% | -13% | 11% | -14 | -3%
7 | COc1cccc(/C=C/C(=O)Nc2ccc(C(=O)Nc3cccc(S(N)(=O)=O)c3)cc2)c1OC | 7 | u | -8 | -2% | u | 5% | 1% | 8 | 10%
8 | Cc1ccccc1OC(C)C(=O)Nc1ccc2c(c1)OCO2 (configuration not stated) | -25 | 7% | 6 | -12% | -5% | 7% | 23% | 5 | 13%
9 | Nc1[nH]nc2nc3ccccc3cc12 | 7 | -9% | 4 | -1% | -25% | u | u | 7 | 5%
10 | CCOC(=O)N1CCC(NC(=O)C(CC(C)C)NC(=O)C2CCC(C)CC2)CC1 (configuration not stated) | 2 | 16% | -1 | -6% | 10% | -27% | 9% | 12 | -2%
11 | CCCC(=O)N1CCOCC1c1cc(C(=O)Nc2ccccc2)no1 (configuration not stated) | 22 | 22% | 5 | x | u | 6% | 0% | 5 | -5%
12 | Cc1ccc(CNC(=O)CCCc2cn(C)c3ccccc23)cc1 | 6 | -11% | -1 | 1% | -12% | -3% | 1% | -26 | 2%
13 | Cc1ccc(N)cc1O | 55 | -28% | 8&-13 | 12% | 3% | 3% | u | 8 | 0%
14 | COc1ccc(CN2CCC(C(=O)NC(C)c3cccc4ccccc34)CC2)cc1 (configuration not stated) | -21 | -14% | -10 | x | -16% | -3% | 0% | u | 5%
15 | COc1cnc(SCc2ccc(Cl)cc2)nc1Cl | -6 | 11% | -6 | -1% | -1% | 4% | 16% | -22 | 15%
16 | O=c1c2ccccc2[nH]c(=S)n1CCN1CCCCC1 | -14 | -1% | -13 | -19% | -3% | -8% | 4% | -14 | -5%
17 | C[N+](C)(C)C[C@H](O)CC(=O)[O-] | -5 | 8% | 19 | -44%[inhibitor] | 8% | 0% | 0% | 3 | -4%
18 | Cc1ccc(C(c2nnnn2CS(=O)(=O)c2ccc(C)cc2)N2CCC(C)CC2)cc1 (configuration not stated) | -8 | 18% | 0 | 15% | 10% | u | -16% | 14 | -9%
19 | COc1ccc(S(=O)(=O)N2CCN(Cc3cc4c(cc3Br)OCCO4)CC2)cc1 | -13 | -4% | -1 | -1% | -4% | 15µM* | -15% | 0 | 6%
20 | COc1ccc(-n2nnc3c(SCC(=O)OCc4ccccc4)ncnc32)cc1 | 12 | 18% | 2 | -20% | 12% | 27% | -1% | -10 | -9%
21 | CCN(c1ccc(C)c(C)c1)S(=O)(=O)c1c(C)[nH]c(=O)[nH]c1=O | 7 | -10% | -11 | 7% | -9% | -1% | -1% | -21 | -1%
22 | CCOC(=O)c1c(C)n(C)c2ccc(OCC(O)CN3CCN(C)CC3)cc12 (configuration not stated) | -20 | -2% | -13 | 2% | 9% | -9% | -3% | 0 | -9%
23 | CC(OC(=O)C(C)Oc1ccccc1)C(=O)Nc1ccc(S(=O)(=O)N2CCCCC2)cc1 (configuration not stated) | -11 | 0% | 9 | -3% | -7% | 1% | -21% | 3 | -2%
24 | C=CCn1c(SCC(=O)NCCOC)nnc1-c1cc2c(s1)CCC(CC)C2 (configuration not stated) | -19 | 1% | 2 | -3% | -1% | -2% | 9% | 16 | 20%
25 | CCCCN(C(=O)C1=CC=CN2CCS(=O)(=O)N=C12)c1ccccc1 | 2 | -2% | -1 | -2% | -7% | 3% | 0% | -6 | -3%
26 | CN(C(=O)C(=O)c1cn(CC(=O)N2CCCC2)c2ccccc12)C1CCCCC1 | -15 | 10% | 4 | -8% | 5% | x | x | 6 | 1%
27 | CCC(=O)Nc1ccc(C(=O)COC(=O)c2sc(C)nc2C)cc1 | -2 | 12% | 0 | 208% | 8% | 27% | 3% | 0 | 7%
28 | Cc1cccc(-c2cccc(NC(=O)C3CCCN(Cc4cccnc4)C3)c2)c1 (configuration not stated) | 0 | u | -1 | u | u | u | -26% | -22 | -3%
29 | Cc1n[nH]c(=O)c2c(NC(=O)COC(=O)c3ncc(Cl)c(Cl)c3Cl)oc(C)c12 | 30 | 0% | 4 | 0% | 14% | -6% | 3% | 21 | -4%
30 | O=C(Cc1ccccc1)Nc1ccc(C(=O)NCC2COc3ccccc3O2)cc1 (configuration not stated) | -27 | -17% | -15 | 0% | u | -8% | 0% | 0 | 10%
31 | FC(F)(F)c1nnc(N2CCN(c3ccc(Cl)cc3)CC2)s1 | u | 15% | 3 | -13% | 12% | 1% | 1% | 8 | -6%
32 | Cc1cccc(NC(=O)CSc2nnc(CNC(=O)c3ccco3)n2C)c1C | 3 | -1% | -6 | -5% | -9% | 0% | -1% | -9 | -1%
33 | Cc1cc(C)nc(NS(=O)(=O)c2ccc(NC(=O)c3cc(=O)c4ccccc4o3)cc2)n1 | 31 | 0% | 2 | -2% | -5% | 1% | -2% | -14 | 6%
34 | O=C(O)COc1ccc(/C=N/NC(=O)/C(=C/C=C/c2ccccc2)NC(=O)c2ccccc2)cc1 | -8 | 1% | 9 | -30% | -15% | -2% | -2% | -10 | 0%
35 | O=C(NCc1cccc(Cl)c1)c1ccc2c(c1)OCO2 | -14 | -10% | -6 | 1% | -19% | u | -4% | 51 | -12%
36 | S=C(NCc1ccccc1)NCc1ccco1 | -14 | 1% | 2 | 3% | -1% | -6% | 0% | -17 | -6%
37 | CCOC(=O)c1c(NC(=O)CN(C)C)sc(C(=O)N(CC)CC)c1C | -5 | 8% | 2 | -1% | 14% | -5% | 13% | u | 7%
38 | COC(=O)C1=C(C)NC(=O)NC1c1ccc([N+](=O)[O-])o1 (configuration not stated) | 0 | -1% | 2 | -4% | 0% | -12% | 15% | 9 | -5%
39 | Cc1cc(C)c2c(CN3CCN(Cc4ccccc4)CC3)cc(=O)oc2c1 | 0 | 0% | -16 | -9% | -2% | 0% | 10% | -24 | 0%
40 | Cc1cc(C)cc(NC(=O)COC(=O)c2cccc(S(=O)(=O)N3CCCCC3)c2)c1 | 2 | -3% | 0 | 1% | 3% | u | -1% | -3 | 4%
41 | CCc1ccc(OCC(O)CNC(C)(C)C)cc1 (configuration not stated) | -7 | 2% | -14 | 4% | -1% | 13% | -3% | -8 | -4%
42 | CCn1c(CC(=O)Nc2ccccc2F)nnc1SCC(=O)N1CCOCC1 | -11 | 1% | 7 | 4% | 3% | 9% | -6% | -5 | -4%
43 | COc1ccc(CCCNC(=O)C2(C)Cc3c(-c4ccc(NC(C)=O)cc4)ccnc3O2)cc1 (configuration not stated) | u | -26% | -19 | x | -10% | -4% | u | -62* | 0%
44 | Cc1cc(C)n(Cc2cccc(C(=O)N/N=C/c3cccnc3)c2)n1 | 23 | 11% | -9 | u | 0% | 11% | 14% | -21 | -1%
45 | Cc1cccc(C)c1NC(=O)COC(=O)COc1ccc2c(C)cc(=O)oc2c1 | -1 | -5% | -6 | -6% | -5% | -6% | 12% | -11 | 4%

Compounds listed so far that have a furan ring, fused or not, in the order listed:
cpd | SMILES | IL1B secr inh | HT1080 IDH1KD tx | D3 ag | SW480 rereplic | HT1080-NT tox | KB-V1 cytotox | KB-3-1 tox | D3 antag | GLP-1R agonist
2 | CC(/C=C/c1ccco1)=N/NC(=O)C1COc2ccccc2O1 (configuration not stated) | -7 | -2% | 1 | 21% | 4% | 3% | 0% | 3 | 8%
4 | O=C(Nc1ccccc1)/C(=C\c1ccccc1)NC(=O)c1ccco1 | 4 | u | -1 | u | u | 4% | 9% | -7 | 3%
29 | Cc1n[nH]c(=O)c2c(NC(=O)COC(=O)c3ncc(Cl)c(Cl)c3Cl)oc(C)c12 | 30 | 0% | 4 | 0% | 14% | -6% | 3% | 21 | -4%
32 | Cc1cccc(NC(=O)CSc2nnc(CNC(=O)c3ccco3)n2C)c1C | 3 | -1% | -6 | -5% | -9% | 0% | -1% | -9 | -1%
36 | S=C(NCc1ccccc1)NCc1ccco1 | -14 | 1% | 2 | 3% | -1% | -6% | 0% | -17 | -6%
38 | COC(=O)C1=C(C)NC(=O)NC1c1ccc([N+](=O)[O-])o1 (configuration not stated) | 0 | -1% | 2 | -4% | 0% | -12% | 15% | 9 | -5%

Compound profiles, as listed above.
Cc1cc(C)n(Cc2cccc(C(=O)N/N=C/c3cccnc3)c2)n1 is listed as IL1B secr inh = 23; HT1080 IDH1KD tx = 11%; D3 ag = -9; SW480 rereplic = u; HT1080-NT tox = 0%; KB-V1 cytotox = 11%; KB-3-1 tox = 14%; D3 antag = -21; GLP-1R agonist = -1%
Cc1cc(C)cc(NC(=O)COC(=O)c2cccc(S(=O)(=O)N3CCCCC3)c2)c1 is listed as IL1B secr inh = 2; HT1080 IDH1KD tx = -3%; D3 ag = 0; SW480 rereplic = 1%; HT1080-NT tox = 3%; KB-V1 cytotox = u; KB-3-1 tox = -1%; D3 antag = -3; GLP-1R agonist = 4%

Not a hit list (roughly 12% active in at least one column).
